# ATXN viability = viability counter-screen for ATXN expression inhibitors. S2 cells (HEK-293 line with an ATXN2-luciferase reporter) viability, CellTiter-Fluor protease fluorescence, 24 h. AID 651635. Potency, µM (highest dose often 56.7 µM), usual class: cytotoxic. actives 0.49% (n = 400,000); further: potency means the concentration at half of the fitted maximal effect; nearly all actives have a fitted effect of over 40% in size
# HepG2 viability = counter-screen for TGF-b inhibitors: cytotoxicity in HepG2 cells | HepG2 CAGA-GFP viability, ATP luminescence, 18 h | Potency, µM (doses to about 46.1 µM), for the others: at the top dose activity change, negative = cytotoxicity, actives largely listed as cytotoxic | actives 0.76% (n = 410,000) | AID 588856; further: potency means the concentration at half of the fitted maximal effect; some results filed as inactive show a strong effect at the top dose
#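 HepG2 CAGA-GFP cells (1000/well, DMEM with 1% FBS) received compound, then TGF-beta at 500 pg/mL final, and were incubated 18 hours at 37 degrees C. Viability was read by CellTiter-Glo luminescence. Media-only wells were set as complete cell-killing and DMSO as no toxicity.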
# IL-1B inflam inh = blocks inflammasome-driven IL-1 beta release. THP-1 LPS/ATP IL-1B secretion, AlphaLISA, 16 h; stronger effect = lower value. activity change, % at 57.5 µM. actives 4.7% (n = 360,000); in the data active means activity change below about -50%; inconclusive means mostly about -30% to -49%; further: on the % scale 0 is the no-effect control and ±100 the full control effect
#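 Secreted IL-1B measured by AlphaLISA bead assay after 16 h compound exposure of THP-1 cells; compounds (final up to 57.5 uM) added 1 h before LPS (250 ng/mL) and ATP (1.25 mM) stimulation; lower signal means less secretion.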
# SW480 rereplic = induces DNA re-replication in SW480 colon adenocarcinoma cells; Potency, µM (doses to about 46.1 µM), without a hit: top-dose re-replication activation, hits mostly activators; actives 1.8% (n = 340,000); AID 624297; SW480 DNA re-replication, Hoechst DNA content imaging, 48 h; further: potency means the concentration at half of the fitted maximal effect; % of control where 0% means no effect; nearly all actives have a fitted effect of over 55% in size
#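 Per well, 250 cells were exposed to pinned compound for 48 hr. Nuclear DNA was visualised with Hoechst (40 min, 37 C) and total object intensity recorded by fluorescence scanning.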
# KB-3-1 tox = kills parental KB-3-1 adenocarcinoma cells. KB-3-1 viability, CellTiter-Glo ATP luminescence, 72 h. Potency, µM (titrated, usually from 46.1 µM), inactives show at the highest dose activity change, negative = cytotoxic, usual class: cytotoxic. AID 1347075. actives 1.4% (n = 400,000); further: potency means the concentration at half of the fitted maximal effect; on the % scale 0 is the no-effect control and ±100 the full control effect; nearly all actives have a fitted effect of over 60% in size
#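 Cytotoxicity measured as CellTiter-Glo luminescence after 72 h at 37 C. Compound titrations were pinned onto drug-naive KB-3-1 parental adenocarcinoma cells grown in DMEM with 10% FBS, and normalized data fitted to concentration-response curves.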
# MCF10A rereplic = induces DNA re-replication in MCF 10a normal breast cells | MCF 10A DNA re-replication, Hoechst nuclear intensity, 48 h | Potency, µM (top dose mostly 46.1 µM), for the others: at the highest dose activity, positive = re-replication, usual class: activators | actives 2.9% (n = 350,000) | AID 624296; further: potency means the concentration at half of the fitted maximal effect; % of control where 0% means no effect; nearly all actives have a fitted effect of over 50% in size
# HT1080 IDH1KD tx = toxicity to HT-1080 IDH1 knockdown cells (counter line) | HT-1080 IDH1 knockdown viability, ATP luminescence, 48 h | Potency, µM (top dose mostly 46.1 µM), for the others: at the highest dose activity, negative = toxicity, actives largely listed as cytotoxic | actives 2% (n = 360,000);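 further: potency means the concentration at half of the fitted maximal effect; 0% = DMSO wells and -100% = cell-free medium wells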
#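 After a 2 h attachment period, IDH1KD HT-1080 cells took pin-transferred compound for 48 h at 37 °C; ATP-based luminescence after 10 min room-temperature reagent incubation reported viability.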
# HT1080NT lethal = kills 2HG-producing HT-1080-NT fibrosarcoma cells. HT-1080-NT fibrosarcoma viability, CellTiter-Glo ATP luminescence, 48 h. Potency, µM (top dose mostly 46.1 µM), without a hit: at the top dose activity, negative = less viability, actives largely listed as cytotoxic. actives 1.6% (n = 360,000). AID 686970;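 further: NT is the 2HG producing partner of a matched IDH1 knockdown line; potency means the concentration at half of the fitted maximal effect; 0% = DMSO-treated cells and -100% = media-only wells without cells; nearly all actives have a fitted effect of over 55% in size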
#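 Luminescent CellTiter-Glo readout after 48 hours of compound exposure at 37 degrees C defined viability of HT-1080-NT cells. Activity was normalized to DMSO wells and cell-free media wells; concentration-response curves were fitted and assigned curve classes.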
# ATXN2 expr inh = inhibitors of ATXN2 expression; HEK-293 ATXN2-luciferase reporter, luminescence, 24 h; Potency, µM (series often up to 57 µM), without a hit: at the highest dose activity change, negative = inhibition, usual class: inhibitors; actives 0.72% (n = 360,000); AID 1745845; further: potency means the concentration at half of the fitted maximal effect; on the % scale 0 is the no-effect control and ±100 the full control effect; nearly all actives have a fitted effect of over 55% in size
#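 ATXN2-luciferase reporter cells (luciferase flanked by upstream and downstream ATXN2 gene portions) were treated 24 h at 37 °C with compounds at up to 57 uM. SteadyGlo luminescence gave expression; GF-AFC fluorescence gave viability.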
# Active calls of the source: *; i = inactive; u = inconclusive; x = not tested or not shown; [ ] = another dose, or the depositor's remark. Unless noted, the call rests on the fitted dose curve; in most records, active means well fitted curve in the direction sought with a large enough effect; inconclusive means small, poorly fitted or top-dose-only effect, or another doubt; inactive means no such curve, though single readings can be large; an effect the other way counts as inactive or inconclusive.
SMILES,ATXN viability,HepG2 viability,IL-1B inflam inh,SW480 rereplic,KB-3-1 tox,MCF10A rereplic,HT1080 IDH1KD tx,HT1080NT lethal,ATXN2 expr inh
CC(=O)Nc1ccc(S(=O)(=O)NCCC(=O)NCc2ccco2)cc1,i,-5%,5,x,9%,x,0%,-2%,x
COc1cc(C(=O)NCCc2cn3ccccc3n2)cc(OC)c1OC,i,-19%,37,-1%,9%,2%,0%,-4%,10%
O=C(CCOc1ccccc1)Nc1cccc([N+](=O)[O-])c1,i,-1%,-4,-1%,1%,11%,7%,-2%,5%
CC1(C)C(=O)C2(C(=O)NCc3ccccc3)CCC1C2 (stereo not given),i,-18%,-8,-2%,5%,-7%,4%,7%,5%
COc1ccc(NC(=O)C2CCC(=O)N2S(=O)(=O)c2ccc(C)cc2)cc1Cl (stereo not given),i,4%,18,-5%,0%,-18%,-2%,14%,-9%
Nc1ccc(Sc2cnn(-c3ccccc3)c(=O)c2Cl)cc1,i,2%,u,13%,-27%,9%,-3%,-4%,7%
O=C(CCCn1c(SCc2cc(=O)n3ccccc3n2)nc2ccccc2c1=O)NCC1CCCO1 (stereo not given),i,-3%,11,9%,10%,0%,-2%,-5%,-13%
Cc1ccc2ccccc2c1C(O)c1ncc(-c2ccc(F)cc2)[nH]1 (stereo not given),i,-26%,19,x,0%,x,-26%,-1%,-14%
C=CCOc1ccc(/C=N/O)cc1Cl,u,-25%,6,-1%,12µM*,0%,11%,5%,2%
CC(=O)c1ccc(N2CCN(C(=O)c3ccc4ccccc4n3)CC2)cc1,i,44%,23,-6%,5%,0%,7%,10%,5%
CCc1ccc([C@@H]2CC(=O)[C@@H]3CN(S(=O)(=O)c4ccccc4C)[C@H](c4ccc(Cl)cc4)C[C@@H]3N2S(=O)(=O)c2ccc(C)cc2)cc1,i,-20%,22,x,-3%,x,u,-5%,-7%
C=CCc1ccc(OCCOc2cccc3ccc(C)nc23)c(OC)c1,i,-33%,6,u,u,12µM*,u,u,26%
C=CCNC(=S)NNC(=O)COc1ccc(Cl)cc1Cl,i,18%,7,-1%,u,u,-5%,-2%,-32%
COc1cccc(C(=O)N2CCC(C(=O)Nc3cccc(Cl)c3)CC2)c1,u,-23%,x,x,-5%,x,x,x,-20%
CC(C)(C)c1ccc(NC(=O)COC(=O)C2(C)CC2(Cl)Cl)cc1 (stereo not given),i,-47%,-7,u,-3%,15%,-11%,-15%,-5%
COc1cccc(NS(=O)(=O)c2ccc3c(c2)CCCN3C(C)=O)c1,i,-18%,25,u,-27%,u,-8%,-15%,-1%
COC(C[C@H](O)CC(=O)[C@@H](C)OCc1ccccc1)OC,i,-9%,-17,u,0%,-5%,11%,2%,5%
Cc1ccc(NC(=O)c2cccc(NC3=NC4CS(=O)(=O)CC4S3)c2)cc1 (stereo not given),i,48%,-1,-1%,-4%,0%,13%,18%,16%
CCOc1ccc(NC(=O)CN(c2ccc(C)cc2)S(=O)(=O)c2c(C)nn(C)c2C)cc1,i,-17%,10,-14%,0%,-1%,6%,8%,x
COc1ccc(N(C(=O)c2cccnc2)S(=O)(=O)c2cccs2)cc1,i,-2%,5,5%,14%,u,-5%,-17%,7%
CCCCOC(=O)c1ccc(NC(=O)CC2NCCNC2=O)cc1 (stereo not given),i,1%,x,x,18%,x,x,x,13%
COc1cccc(-c2cc(C(=O)N/N=C/c3ccc(OC)c(COC(C)=O)c3)c3ccccc3n2)c1,i,-3%,-19,18%,8%,10%,-15%,-13%,17%
CCC1CCc2nc3sc(C(=O)Nc4cccc(C(F)(F)F)c4)c(N)c3cc2C1 (stereo not given),i,5%,x,x,-12%,x,x,x,-16%
CC(=O)N1CCc2c(sc(NC(=O)c3ccc4c(c3)OCCO4)c2C#N)C1,i,-14%,25,18µM*,u,15µM*,12µM*,18µM*,-24%
CN1CCN(C(=O)CN(c2cccc(Br)c2)S(=O)(=O)c2ccccc2)CC1,i,10%,-5,-4%,6%,0%,3%,3%,6%
Cn1nnnc1SCC(=O)N1CCCCC1,i,-2%,-11,-11%,-6%,-9%,10%,12%,0%
C#Cc1ccc([C@H]2C=C(C(=O)NCc3nc4ccccc4[nH]3)O[C@@H](OCC)[C@@H]2CCCO)cc1,i,-2%,u,-7%,12%,26%,3%,0%,12%
CCOCCCNC(=O)C(c1ccccc1)N(Cc1cccs1)C(=O)c1ccc(NC(C)=O)cc1 (stereo not given),u,4%,x,x,4%,x,x,x,-14%
O=C(OCCN1CCOCC1)c1ccc(O)cc1,i,-2%,-10,4%,9%,-1%,9%,4%,x
CCN1CCN(CCNC(=O)CCc2c(C)c3c(C)nn(-c4ccccc4)c3n(C)c2=O)CC1,u,-22%,-61*,u,-3%,14%,u,u,-17%
O=C(O)CC/C(=N\NC(=O)c1ccccc1)c1cccs1,i,0%,6,-6%,11%,-2%,0%,7%,0%
O=C(NCC1CCCO1)c1ccc(COc2ccccc2)cc1 (stereo not given),i,-11%,13,-6%,0%,-1%,-1%,-6%,28%
CCCc1nnc(NC(=O)Cc2coc3cc(C)cc(C)c23)s1,i,-22%,x,x,8%,x,x,x,13%
O=C(NCc1ccco1)c1cc2c(s1)CCCCC2,i,-12%,-12,1%,-4%,-2%,-1%,-3%,63%[activator]
Cc1cc(OCC(=O)N2CCOCC2)ccc1[N+](=O)[O-],i,-14%,0,6%,6%,2%,1%,1%,8%
COc1ccc(OC)c(CCNC(=O)CCn2nc(C)c3c(C)n(-c4ccccc4)nc3c2=O)c1,i,-1%,-14,-9%,10%,0%,5%,-1%,-10%
Cc1ccc(Sc2ncccc2COC(=O)Nc2ccccc2)cc1,i,-8%,-7,5%,u,18µM*,-29%,u,-14%
CCCCCCn1cc(CN2CC(N3CCCC3)CS2(=O)=O)nn1 (stereo not given),i,x,10,x,-5%,x,8%,16%,11%
Cc1cc2nc(-c3ccc(Cl)cc3)c(CC3CCCCC3)n2c(C)c1Br,u,x,48,x,-8%,x,-13%,0%,36%[activator]
O=C(CN1C(=O)/C(=C/c2ccccc2)SC1=S)N1CCN(CCc2ccccn2)CC1,u,-11%,8,u,19%,5.8µM*,7%,4%,u
O=S(=O)(c1cccc(-c2nnco2)c1)N1CCOCC1,i,1%,-7,-1%,0%,-1%,27%,13%,-12%
COC/C=C/C1=CC2=CC(=O)C(C)(OC(=O)c3cnc4ccccc4n3)C(=O)C2=CN1Cc1ccc(OC)cc1 (stereo not given),u,-4%,-60*,-6%,u,2%,0%,-6%,-14%
CC(C)NC(=O)NC(=O)COC(=O)c1ccccc1F,i,-4%,5,-4%,-2%,0%,5%,7%,-4%
O=S(=O)(c1cnc(Cl)c(Cl)c1)N1CCCc2ccccc21,i,-6%,-101*,u,-29%,u,u,u,-23%
COc1ccccc1N1CCN(c2cc(N3CCCC3)nc(C)n2)CC1,i,-36%,-26,6%,0%,u,-7%,u,0%
CC(=O)Nc1c(O)[nH]c2ccccc12,i,-41%,21,-5%,-10%,25%,10%,0%,-6%
O=C(Nc1nc(-c2ccc(S(=O)(=O)N3CCCC3)cc2)cs1)C1COc2ccccc2O1 (stereo not given),i,-9%,-29,15%,-19%,u,2%,1%,-28%
N#CC(CCc1ccccn1)c1ccccc1 (stereo not given),i,-10%,-12,-1%,-22%,-1%,12%,8%,11%
COc1ccc(NC(=O)CSc2nc(C)cs2)cc1OC,i,2%,7,-1%,-5%,3%,2%,-1%,1%
CC(=O)/C=C1\N(C)c2ccc(C)cc2C1(C)C,i,0%,18,-14%,21%,-6%,-12%,-2%,-8%
COC(=O)C1=C(C(=O)OC)C(c2cc([N+](=O)[O-])ccc2O)c2sc(=O)[nH]c2S1 (stereo not given),u,5%,0,-36%[inhibitor],-10%,-55%[inhibitor][9.22 µM],-3%,2%,3%
COc1ccccc1N(C(=O)NCc1ccccc1)C1=NCC(C)S1 (stereo not given),i,-19%,1,-2%,u,1%,-3%,-12%,18%
CCOc1ccc(S(=O)(=O)Nc2nc3ccccc3nc2N2CCN(C)CC2)cc1,i,0%,17,1%,6%,20%,1%,-1%,10%
Cc1nc2ccc(NC(=O)Cc3ccc4c(c3)OCCO4)cc2s1,i,-33%,0,-53%[inhibitor],5%,9%,-6%,5%,1%
CCCCN1CCCC1C(=O)Nc1c(C)cc(C)cc1C (stereo not given),i,x,x,7%,x,6%,x,x,-8%
NC(=O)NCc1ccc(F)cc1,i,22%,-1,-5%,7%,1%,9%,17%,-15%
CCOc1ccc(-n2cnnn2)cc1S(=O)(=O)Nc1c(C)cccc1C,i,-2%,-5,8%,4%,-15%,-4%,2%,1%
Cc1occc1C(=O)NNC(=O)NC12CC3CC(CC(C3)C1)C2,i,-2%,-11,3%,14%,-10%,-4%,-4%,3%

# Compound profiles, as listed above:
# Cc1occc1C(=O)NNC(=O)NC12CC3CC(CC(C3)C1)C2 is entered as ATXN viability: i; HepG2 viability: -2%; IL-1B inflam inh: -11; SW480 rereplic: 3%; KB-3-1 tox: 14%; MCF10A rereplic: -10%; HT1080 IDH1KD tx: -4%; HT1080NT lethal: -4%; ATXN2 expr inh: 3%
# O=C(Nc1nc(-c2ccc(S(=O)(=O)N3CCCC3)cc2)cs1)C1COc2ccccc2O1 (stereo not given) is entered as ATXN viability: i; HepG2 viability: -9%; IL-1B inflam inh: -29; SW480 rereplic: 15%; KB-3-1 tox: -19%; MCF10A rereplic: u; HT1080 IDH1KD tx: 2%; HT1080NT lethal: 1%; ATXN2 expr inh: -28%

# Screens: PubChem, National Center for Advancing Translational Sciences (NCATS)
